Screening results as filed in PubChem BioAssay.
MBD2 inh = blocks human MBD2 binding to methylated DNA; inhibition, % at 4.4 µM; TR-FRET, MBD2 binding to methylated oligonucleotide; AID 686964; Q9UBB5; 370,000 compounds, 0.31% hits; in the data active = inhibition above about 13%
rCAG binder = molecules binding r(CAG) RNA repeats. r(CAG) RNA repeat, TO-PRO-1 dye displacement fluorescence. inhibition, % at 3 µM. 370,000 compounds, 1.3% hits. AID 651821;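 active = inhibition above the plate cutoff, the mean of all test compounds on that plate plus 3 SD, cut at about 35% in these data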;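 also: 0% = DMSO alone and 100% = 100 µM mitoxantrone as full dye displacement; higher means more dye released from RNA so lower well fluorescence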
TCR CD3 inh = human TCR-CD3 binding inhibition. TAMRA-labeled TCR probe fluorescence, biochemical. inhibition, % at 9.4 µM. 360,000 compounds, 0.37% hits; in the data active = inhibition above about 19%;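 also: recombinant mutant TCR 2C K166C tagged with TAMRA read by polarization; 0% = receptor in buffer alone and 100% = receptor with positive control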
UHRF1 binding = blocks human UHRF1 binding to methylated DNA; Q96T88; UHRF1 binding to methylated oligo, TR-FRET; inhibition, % at 4.4 µM; 370,000 compounds, 0.75% hits; AID 687016; in the data active = inhibition above about 21%;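 also: UHRF1 SRA domain binding a hemimethylated CpG hairpin DNA probe; 0% = median of test compound wells and 100% = reference inhibitor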
Rev-erbA mod = modulators of human Rev-erb alpha DNA binding; AID 1259318; P20393; 370,000 compounds, 0.79% hits; Rev-erbα–FITC-DNA binding, fluorescence polarization, 90 min; activity, % at 10 µM;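 active = activity above about 14%, limit read from the data; passing the limit was not always enough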;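 also: 0% = DMSO wells with 35 nM protein and 100% = DMSO wells with 750 nM protein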
Target sequence (P20393 whole entry, looked up): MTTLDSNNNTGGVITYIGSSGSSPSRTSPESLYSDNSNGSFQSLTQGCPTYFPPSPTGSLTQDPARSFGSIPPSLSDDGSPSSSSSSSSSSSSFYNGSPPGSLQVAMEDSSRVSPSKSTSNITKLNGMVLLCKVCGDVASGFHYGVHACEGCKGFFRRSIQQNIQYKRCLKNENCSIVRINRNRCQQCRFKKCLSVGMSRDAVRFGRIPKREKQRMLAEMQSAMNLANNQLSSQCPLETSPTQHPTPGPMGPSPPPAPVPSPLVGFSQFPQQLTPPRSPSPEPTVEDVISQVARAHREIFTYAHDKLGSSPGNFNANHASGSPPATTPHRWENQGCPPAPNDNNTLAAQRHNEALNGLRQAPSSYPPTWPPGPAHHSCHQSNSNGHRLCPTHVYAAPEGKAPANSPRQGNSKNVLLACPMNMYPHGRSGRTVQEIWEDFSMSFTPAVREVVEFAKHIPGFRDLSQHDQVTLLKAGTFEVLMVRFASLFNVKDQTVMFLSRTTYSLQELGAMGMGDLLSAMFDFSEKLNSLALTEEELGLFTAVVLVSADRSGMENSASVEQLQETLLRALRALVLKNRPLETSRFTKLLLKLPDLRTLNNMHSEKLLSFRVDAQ
LEDGF integ inh = blocks HIV-1 LEDGF/p75-dependent DNA integration; 370,000 compounds, 0.64% hits; inhibition, % at 3.7 µM; TR-FRET IN-LEDGF/p75 DNA integration, Eu/Cy5;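 active = inhibition above the screen-wide mean plus 3 SD, cut at about 13% in these data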;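 also: signal is the Cy5 over europium emission ratio at 671 and 618 nm; 0% = plate median of compound wells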
PG9 binder = binds the HIV-1 gp120 antibody PG9. TR-FRET gp120-PG9 antibody binding. inhibition, % at 6.7 µM. 360,000 compounds, 0.43% hits; in the data active = inhibition above about 8.5%
mABHD4 FP = inhibits mouse alpha/beta hydrolase domain 4; inhibition, % at 8.92 µM; Q8VD66; purified mABHD4, FP-Rh probe fluorescence polarization; 370,000 compounds, 0.54% hits;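 active = inhibition exceeding the mean over every tested compound plus 3 SD, cut at about 30% in these data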;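 also: 0% = plate median of compound wells and 100% = S159A mutant with DMSO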
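Test system: mABHD4 protein | Buffer or medium: HEPES pH 7.0 buffer, 150 mM NaCl, 0.01% Pluronic F-127 | Probe or stimulus: FP-Rh fluorescent activity-based probe, added after compound pre-incubation | Timing: Pre-incubation 45 min, probe exposure 60 min, at 25 °C | Technique: Fluorescence polarization, excitation 525 nm, emission 598 nm, BODIPY TMR filters | Repeats: Single well per compound (singlicate)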
PRMT1 FP inh = blocks human protein arginine methyltransferase 1; Q99873; recombinant PRMT1, activity-based probe fluorescence polarization; inhibition, % at 2.79 µM; 370,000 compounds, 1.3% hits;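 active = inhibition above about 21% made by adding two undisclosed values, limit read from the data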
HTRA1 inhibitor = blocks human HTRA1 serine peptidase; Q92743; recombinant HTRA1, FP-rhodamine activity-based probe, fluorescence polarization; AID 504803; inhibition, % at 5.96 µM; 340,000 compounds, 0.5% hits; in the data active = inhibition above about 36%;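 also: 0% = enzyme with DMSO and 100% = wells lacking enzyme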
Target sequence (Q92743 whole entry, looked up): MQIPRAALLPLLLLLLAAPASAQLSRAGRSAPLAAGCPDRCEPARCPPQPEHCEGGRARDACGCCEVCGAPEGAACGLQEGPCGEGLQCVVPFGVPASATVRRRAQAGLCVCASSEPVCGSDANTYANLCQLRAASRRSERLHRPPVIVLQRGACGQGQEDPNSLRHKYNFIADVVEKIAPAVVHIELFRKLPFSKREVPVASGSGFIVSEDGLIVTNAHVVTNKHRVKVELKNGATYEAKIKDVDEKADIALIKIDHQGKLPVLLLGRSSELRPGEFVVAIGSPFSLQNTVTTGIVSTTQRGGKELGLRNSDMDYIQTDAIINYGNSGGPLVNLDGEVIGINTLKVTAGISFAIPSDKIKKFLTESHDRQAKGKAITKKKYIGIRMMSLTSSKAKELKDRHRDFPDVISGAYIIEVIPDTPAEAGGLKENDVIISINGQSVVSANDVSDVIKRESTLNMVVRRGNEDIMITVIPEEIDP
* = called active by the depositor. A portion of the library; rates above refer to the full screens.

What do the screens show for `c1ccc2c(c1)ncn2CCN1CCCCC1`?
MBD2 inh: -2; rCAG binder: -9; TCR CD3 inh: -3; UHRF1 binding: 10; Rev-erbA mod: 1; LEDGF integ inh: -2; PG9 binder: -1.4; mABHD4 FP: 0; PRMT1 FP inh: 3; HTRA1 inhibitor: -3

What do the screens show for `C=CCn1cc(/C=C/c2cc[n+](C)cc2)c2ccccc21`?
MBD2 inh: -54; rCAG binder: -228; TCR CD3 inh: 2; UHRF1 binding: -176; Rev-erbA mod: 168*; LEDGF integ inh: -2; PG9 binder: -9.0; mABHD4 FP: -4; PRMT1 FP inh: 15; HTRA1 inhibitor: 5

How did CC(=O)Nc1ccc(NC(=O)c2csc([C@H]3C[C@H](O)[C@@H](CO)O3)n2)cc1 do in these assays?
MBD2 inh: -4; rCAG binder: 1; TCR CD3 inh: -6; UHRF1 binding: 2; Rev-erbA mod: 4; LEDGF integ inh: 4; PG9 binder: 0.6; mABHD4 FP: -4; PRMT1 FP inh: 4

What do the screens show for `COC(=O)[C@@H](NC(=O)NCc1ccccc1F)C(C)C`?
MBD2 inh: -4; rCAG binder: -1; TCR CD3 inh: -5; UHRF1 binding: 3; Rev-erbA mod: 0; LEDGF integ inh: -1; PG9 binder: 0.5; mABHD4 FP: 1; PRMT1 FP inh: 2; HTRA1 inhibitor: -3

What do the screens show for `CCOC(=O)CCc1c(C)c2ccc(OC(C)C(=O)OCC)c(C)c2oc1=O` (stereo unspecified)?
MBD2 inh: 0; rCAG binder: -3; TCR CD3 inh: 9; UHRF1 binding: 1; Rev-erbA mod: 6; LEDGF integ inh: -1; PG9 binder: -3.9; mABHD4 FP: 2; PRMT1 FP inh: -1; HTRA1 inhibitor: -5

How did CC(=O)NCCC(=O)Nc1cc(S(=O)(=O)N2CCOCC2)ccc1N1CCOCC1 do in these assays?
MBD2 inh: 1; rCAG binder: -1; TCR CD3 inh: 7; UHRF1 binding: 0; Rev-erbA mod: 4; LEDGF integ inh: 0; PG9 binder: 0.2; mABHD4 FP: 5; PRMT1 FP inh: 0; HTRA1 inhibitor: 8

How did Cc1ccc(-c2nnc(Nc3ccc4c(c3)OCO4)c3ccccc23)cc1S(N)(=O)=O do in these assays?
MBD2 inh: -1; rCAG binder: 4; TCR CD3 inh: 3; UHRF1 binding: 1; Rev-erbA mod: 4; LEDGF integ inh: 2; PG9 binder: -2.0; mABHD4 FP: 7; PRMT1 FP inh: 1; HTRA1 inhibitor: 7

What do the screens show for `COc1ccc(NC(=O)[C@@H]2O[C@H](CO)[C@H](O)[C@H](O)[C@H]2O)cc1F`?
MBD2 inh: 1; rCAG binder: 0; TCR CD3 inh: 3; UHRF1 binding: -1; Rev-erbA mod: -3; LEDGF integ inh: -3; PG9 binder: -0.1; mABHD4 FP: 7; PRMT1 FP inh: 0

How did COc1ccc(/C=N/n2cnnc2)cc1Cn1nc(C)c([N+](=O)[O-])c1C do in these assays?
MBD2 inh: -4; rCAG binder: 1; TCR CD3 inh: 1; UHRF1 binding: -2; Rev-erbA mod: 7; LEDGF integ inh: -2; PG9 binder: -1.7; mABHD4 FP: 7; PRMT1 FP inh: 0; HTRA1 inhibitor: 1

Results for COc1ccc(NC(=O)CN(C)C(=O)c2cccc(S(=O)(=O)N3CCN(c4ccccc4)CC3)c2)cc1 ?
MBD2 inh: 0; rCAG binder: 3; TCR CD3 inh: -4; UHRF1 binding: -1; Rev-erbA mod: 5; LEDGF integ inh: -3; PG9 binder: 1.0; mABHD4 FP: -1; PRMT1 FP inh: -2; HTRA1 inhibitor: -3

What do the screens show for `O=S1(=O)C[C@@H](N2CCN(c3ccccn3)CC2)[C@H](COCc2ccccc2)N1`?
MBD2 inh: -1; rCAG binder: 2; TCR CD3 inh: 1; UHRF1 binding: 1; Rev-erbA mod: 4; LEDGF integ inh: -4; PG9 binder: -0.1; mABHD4 FP: -4; PRMT1 FP inh: 4; HTRA1 inhibitor: 4

Results for Cc1cccc(NC(=O)NC(=O)c2ccccc2)n1 ?
MBD2 inh: 2; rCAG binder: -3; TCR CD3 inh: 3; UHRF1 binding: -2; Rev-erbA mod: 4; LEDGF integ inh: -4; PG9 binder: -2.3; mABHD4 FP: 1; PRMT1 FP inh: 2; HTRA1 inhibitor: -5

What do the screens show for `Cc1ccc(SCCSc2ncccn2)cc1`?
MBD2 inh: -4; rCAG binder: -4; TCR CD3 inh: 7; UHRF1 binding: 1; Rev-erbA mod: -4; LEDGF integ inh: 4; PG9 binder: -0.5; mABHD4 FP: -3; PRMT1 FP inh: -6; HTRA1 inhibitor: -4

Results for CC(C)c1ccc(CNc2nnnn2C)cc1 ?
MBD2 inh: 0; rCAG binder: -2; TCR CD3 inh: -7; UHRF1 binding: 2; Rev-erbA mod: -2; LEDGF integ inh: -4; PG9 binder: -1.4; mABHD4 FP: -2; PRMT1 FP inh: 2; HTRA1 inhibitor: 8

How did CCc1ccccc1NC(=O)[C@@H]1CCC(=O)N1C1OC(=O)c2c1ccc(OC)c2OC (stereo partly specified) do in these assays?
MBD2 inh: -2; rCAG binder: 0; TCR CD3 inh: 0; UHRF1 binding: 2; Rev-erbA mod: 2; LEDGF integ inh: -2; PG9 binder: 1.6; mABHD4 FP: -1; PRMT1 FP inh: -1; HTRA1 inhibitor: -2

What do the screens show for `COc1cc(C=O)ccc1Oc1ccc(S(=O)(=O)N2CCOCC2)cc1[N+](=O)[O-]`?
MBD2 inh: 0; rCAG binder: 7; TCR CD3 inh: 4; UHRF1 binding: -2; Rev-erbA mod: -7; LEDGF integ inh: -2; PG9 binder: 0.6; mABHD4 FP: -4; PRMT1 FP inh: 2; HTRA1 inhibitor: -14

Results for C=CCN1[C@H](C#N)[C@@H](c2ccc(C#Cc3cccnc3)cc2)[C@H]1CO ?
MBD2 inh: 9; rCAG binder: 4; UHRF1 binding: 15; Rev-erbA mod: -11; LEDGF integ inh: 4; mABHD4 FP: 3; PRMT1 FP inh: 5

How did Cc1ccccc1CSCC(=O)N1CCN(c2ccccc2)CC1 do in these assays?
MBD2 inh: -2; rCAG binder: -7; TCR CD3 inh: 6; UHRF1 binding: 1; Rev-erbA mod: 0; LEDGF integ inh: 0; PG9 binder: -2.2; mABHD4 FP: 0; PRMT1 FP inh: 0; HTRA1 inhibitor: -2

What do the screens show for `COC(=O)Cc1ccc(NC(=S)N2CCN(c3cccc(O)c3)CC2)cc1`?
MBD2 inh: 1; rCAG binder: 2; TCR CD3 inh: 2; UHRF1 binding: -3; Rev-erbA mod: -4; LEDGF integ inh: -2; PG9 binder: -1.9; mABHD4 FP: 6; PRMT1 FP inh: 0; HTRA1 inhibitor: 0

What do the screens show for `Cc1ccccc1S(=O)(=O)N1[C@@H](c2ccccc2)C(C(=O)O)=CC[C@H]1c1ccc(Cl)cc1`?
MBD2 inh: 4; rCAG binder: 65*; TCR CD3 inh: -1; UHRF1 binding: -1; Rev-erbA mod: 7; LEDGF integ inh: 0; PG9 binder: -0.3; mABHD4 FP: 15; PRMT1 FP inh: 2; HTRA1 inhibitor: -20

Results for CCOC(=O)Cc1csc(NC(=O)c2ccc([N+](=O)[O-])cc2[N+](=O)[O-])n1 ?
MBD2 inh: -2; rCAG binder: 7; TCR CD3 inh: -11; UHRF1 binding: 3; Rev-erbA mod: -3; LEDGF integ inh: -4; PG9 binder: 1.9; mABHD4 FP: 12; PRMT1 FP inh: 6; HTRA1 inhibitor: 2

How did Cc1cc(C)n(CCCNC(=O)C2CCC(=O)N(CCc3ccc(Cl)cc3)C2)n1 (stereo unspecified) do in these assays?
MBD2 inh: -1; rCAG binder: -7; TCR CD3 inh: 7; UHRF1 binding: -3; Rev-erbA mod: -2; LEDGF integ inh: 3; PG9 binder: -0.1; mABHD4 FP: 0; PRMT1 FP inh: -4; HTRA1 inhibitor: 2

How did CCOC(=O)N1CCN(CC(O)COc2c(OC)cccc2OC)CC1 (stereo unspecified) do in these assays?
MBD2 inh: 3; rCAG binder: -6; TCR CD3 inh: -3; UHRF1 binding: -1; Rev-erbA mod: -1; LEDGF integ inh: -3; PG9 binder: -0.2; mABHD4 FP: -2; PRMT1 FP inh: 1; HTRA1 inhibitor: -1

How did CCOC(=O)C1CCN(Cc2cnc(NC(=O)OC)s2)CC1 do in these assays?
MBD2 inh: 4; rCAG binder: -6; TCR CD3 inh: 3; UHRF1 binding: 4; Rev-erbA mod: -1; LEDGF integ inh: -2; PG9 binder: 1.1; mABHD4 FP: 9; PRMT1 FP inh: -2; HTRA1 inhibitor: -1

What do the screens show for `CC(=O)NC1C(=O)N(CCc2ccccc2)c2ccc(Br)cc21` (stereo unspecified)?
MBD2 inh: -1; rCAG binder: 3; TCR CD3 inh: 0; UHRF1 binding: -4; Rev-erbA mod: 3; LEDGF integ inh: 6; PG9 binder: -0.2; mABHD4 FP: -19; PRMT1 FP inh: 2; HTRA1 inhibitor: -8

Results for Cc1ccccc1CC1(CO)CCCN(Cc2cn[nH]c2-c2ccccc2)C1 (stereo unspecified) ?
MBD2 inh: 7; rCAG binder: -4; TCR CD3 inh: -8; UHRF1 binding: 2; Rev-erbA mod: 6; LEDGF integ inh: 0; PG9 binder: -1.5; mABHD4 FP: -2; PRMT1 FP inh: 0; HTRA1 inhibitor: -1

How did CCOC(=O)c1nn(-c2ccccc2)c(=O)cc1SC1CCCCC1 do in these assays?
MBD2 inh: 3; rCAG binder: -4; TCR CD3 inh: -4; UHRF1 binding: -2; Rev-erbA mod: 29*; LEDGF integ inh: -4; PG9 binder: 0.9; mABHD4 FP: 8; PRMT1 FP inh: 3; HTRA1 inhibitor: -3

What do the screens show for `CC1CCCCC1NC(=O)CN1C(=O)c2cccc(N)c2C1=O` (stereo unspecified)?
MBD2 inh: 4; rCAG binder: -4; TCR CD3 inh: 3; UHRF1 binding: -2; Rev-erbA mod: 0; LEDGF integ inh: 0; PG9 binder: -0.2; mABHD4 FP: -1; PRMT1 FP inh: 2; HTRA1 inhibitor: 4

How did Cc1cc(C)cc(OCC(=O)NCc2nc(-c3ccccc3)no2)c1 do in these assays?
MBD2 inh: -1; rCAG binder: -1; TCR CD3 inh: -3; UHRF1 binding: 2; Rev-erbA mod: 4; LEDGF integ inh: 4; PG9 binder: -0.4; mABHD4 FP: -9; PRMT1 FP inh: 3; HTRA1 inhibitor: -29

How did CC1(C(=O)NS(=O)(=O)c2ccccc2Cl)CCN1C(=O)c1ccco1 (stereo unspecified) do in these assays?
MBD2 inh: 4; rCAG binder: 1; TCR CD3 inh: -7; UHRF1 binding: 1; Rev-erbA mod: 0; LEDGF integ inh: 1; PG9 binder: -0.8; mABHD4 FP: 6; PRMT1 FP inh: 5

How did Cc1ccc(S(=O)(=O)NCC(=O)NCC(=O)OCC(=O)N2CC(=O)Nc3ccccc32)cc1C do in these assays?
MBD2 inh: 2; rCAG binder: 1; TCR CD3 inh: 0; UHRF1 binding: 3; Rev-erbA mod: -4; LEDGF integ inh: 1; PG9 binder: -1.0; mABHD4 FP: -1; PRMT1 FP inh: -4; HTRA1 inhibitor: 8
